# TrxR1 inh – qHTS Assay for Inhibitors of Mammalian Selenoprotein Thioredoxin Reductase 1 (TrxR1): qHTS. 390,000 tested, 1% active. recombinant rTrxR1, NADPH fluorescence consumption, selenite substrate. Potency, µM (titrated, usually from 114 µM), inactives show at the highest dose activity change, negative = inhibition, actives largely listed as inhibitors; also: potency is read from the fitted curve at half-maximal effect; % is scaled to controls: 0 for no effect and ±100 for the full control effect; nearly all actives have a fitted effect of over 65% in size
# Target sequence (O89049 whole entry, looked up): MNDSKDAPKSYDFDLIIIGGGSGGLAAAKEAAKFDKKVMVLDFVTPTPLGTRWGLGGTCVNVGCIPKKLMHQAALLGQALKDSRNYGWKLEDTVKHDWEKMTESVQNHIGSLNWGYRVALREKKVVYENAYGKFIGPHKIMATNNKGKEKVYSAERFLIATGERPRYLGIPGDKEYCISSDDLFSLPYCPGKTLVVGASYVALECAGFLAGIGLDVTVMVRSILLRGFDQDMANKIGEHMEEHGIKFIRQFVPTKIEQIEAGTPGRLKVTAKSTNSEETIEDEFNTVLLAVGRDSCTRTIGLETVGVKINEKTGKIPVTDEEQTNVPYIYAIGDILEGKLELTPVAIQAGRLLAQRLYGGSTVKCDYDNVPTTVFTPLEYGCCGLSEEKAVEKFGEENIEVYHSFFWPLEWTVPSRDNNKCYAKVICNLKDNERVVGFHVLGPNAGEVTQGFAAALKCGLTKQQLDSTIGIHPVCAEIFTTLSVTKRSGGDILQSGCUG
#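 Rat TrxR1 (90 nM in the dispensed reagent) was pre-reduced with 400 uM NADPH for 5 min at room temperature, then incubated with compound for 15 min. After 400 uM selenite was added, NADPH fluorescence (Ex 340/Em 450 nm) was followed for 8 min.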
# D2 antagonist – HTS Assay for Allosteric Antagonists of the Human D2 Dopamine Receptor: Primary Screen for Antagonists | HEK293 TREx D2 cells, calcium flux, dopamine EC80 | inhibition, % at 10 µM | 340,000 tested, 2% active; in the data active = inhibition above about 30%; also: 0% is about no effect
#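 Calcium flux kinetic readout in an inducible HEK293 TREx D2 line plated overnight at 30 C. After 180 s compound exposure, an EC80 dopamine challenge follows with another 180 s kinetic read to detect antagonism.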
# TRHR enhancer – qHTS for Small Molecule Agonists and Allosteric Enhancers of Human TRH Receptor: Primary Screen for Enhancers; Thyrotropin-releasing hormone receptor (Homo sapiens), P34981; TRHR cells, fluo-8 calcium fluorescence, EC20 TRH enhancement; enhancement, % at 2 µM; 360,000 tested, 0.66% active; AID 493056, 2011; in the data active = enhancement above about 30%; also: 0% is about no effect
#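 TRHR-expressing cells loaded with fluo-8 calcium dye were read kinetically (ex 480/em 530) during compound addition, then stimulated with an EC20 of TRH (10 nM final). Enhancement of the Gq-mediated intracellular calcium response was scored.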
# PI4K2A block – qHTS for small molecular inhibitors of PI4K2A; purified PI4K2A, ADP-Glo luminescence, 1 h; stronger effect = lower value; activity change, negative = inhibition, % at 76.9 µM; 420,000 tested, 0.13% active; in the data active = activity change below about -50%; inconclusive = mostly about -30% to -49%;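 also: -100% = wells without enzyme as full effect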
#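 PI4K2A activity was measured by ADP-Glo luminescence: enzyme (4 ug/mL stock) and phosphatidylinositol (1.2 mM stock) in Tris pH 7.5/MgCl2/EGTA/Triton X-100 buffer were reacted with ATP (300 microM stock) for one hour at ambient temperature.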
# TrxR1 substrate – qHTS Assay for Substrates of Mammalian Selenoprotein Thioredoxin Reductase 1 (TrxR1): qHTS; purified TrxR1 substrate turnover, NADPH consumption readout; Potency, µM (series often up to 114 µM), for inactives: top-dose activity change, negative = substrate turnover; 390,000 tested, 0.01% active; also: potency is read from the fitted curve at half-maximal effect; % is scaled to controls: 0 for no effect and ±100 for the full control effect; nearly all actives have a fitted effect of over 50% in size
#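 Rat TrxR1, dispensed at 90 nM, was prereduced with 400 uM NADPH (final) for 5 min at ~22 deg C, then incubated with compound 15 min before 400 uM selenite. A first-read NADPH fluorescence drop versus no-compound background flagged substrates.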
# D2 ag – HTS Assay for Allosteric Agonists of the Human D2 Dopamine Receptor: Primary Screen for Agonists | activation, % at 2 µM | HEK293 T-REx D2 cells, calcium flux agonist mode | D(2) dopamine receptor (Homo sapiens), P14416 | 340,000 tested, 0.53% active;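 active = activation over 3 SD above normal in the single-dose calcium agonist read, cut at about 30% in these data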; also: 0% is about no effect
#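 Agonism scored from kinetic calcium signal (1 read/sec, 180 s) following compound pin transfer, after a 10 s baseline. Cells: HEK293 Trex line expressing inducible D2 receptor coupled to calcium, dye-loaded after overnight culture at 30 C.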
# mIDH1 inhibitor – qHTS for Inhibitors of mutant isocitrate dehydrogenase 1 (IDH1): qHTS | Isocitrate dehydrogenase [NADP] cytoplasmic (Homo sapiens), O75874 | IDH1-R132H enzyme, NADPH consumption, diaphorase/resazurin fluorescence | Potency, µM (top dose mostly 76.6 µM), for inactives: at the top dose activity change, negative = inhibition, most hits filed as inhibitors | 390,000 tested, 0.093% active | AID 602179, 2012; also: potency is read from the fitted curve at half-maximal effect; % is scaled to controls: 0 for no effect and ±100 for the full control effect; nearly all actives have a fitted effect of over 65% in size
# Target sequence (O75874 whole entry R132H, stated change not applied): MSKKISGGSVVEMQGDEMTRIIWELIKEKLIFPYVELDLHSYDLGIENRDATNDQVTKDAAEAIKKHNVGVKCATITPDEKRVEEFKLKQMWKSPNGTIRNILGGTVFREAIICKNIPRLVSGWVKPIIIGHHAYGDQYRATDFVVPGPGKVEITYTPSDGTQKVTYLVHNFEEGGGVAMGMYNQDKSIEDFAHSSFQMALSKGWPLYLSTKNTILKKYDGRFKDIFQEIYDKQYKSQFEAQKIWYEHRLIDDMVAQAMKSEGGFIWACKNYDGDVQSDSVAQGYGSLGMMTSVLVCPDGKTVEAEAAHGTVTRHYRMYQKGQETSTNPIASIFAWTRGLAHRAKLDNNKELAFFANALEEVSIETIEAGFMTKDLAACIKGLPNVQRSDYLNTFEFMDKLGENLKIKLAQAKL
#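 IDH1-R132H (0.5 ug/mL dispensed) in pH 7.5 Tris buffer was preincubated 30 min with compound, then given a substrate mix of 0.016 mM NADPH and 2 mM alpha-KG for 80 min at room temperature; remaining NADPH was read by diaphorase/resazurin fluorescence.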
# TRHR agonist – qHTS for Small Molecule Agonists and Allosteric Enhancers of Human TRH Receptor: Primary Screen for Agonists. Thyrotropin-releasing hormone receptor (Homo sapiens), P34981. TRHR cells, calcium flux fluo-8, FDSS agonist mode. activation, % at 2 µM. 360,000 tested, 0.18% active; in the data active = activation above about 30%; also: 0% is about no effect
#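 Agonist-mode FDSS calcium read (Ex 480/Em 530, 1 s cycles) in 1536-well TRHR cells with fluo-8 dye, after 10-cycle baseline and 23 nL compound addition; TRH at EC20 (10 nM final) added afterwards for the enhancer phase.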
# USP1-UAF1 inh – Inhibitors of USP1/UAF1: Primary Screen | Ubiquitin carboxyl-terminal hydrolase 1 (Homo sapiens), O94782 | recombinant USP1/UAF1, Ub-Rhodamine cleavage fluorescence | Potency, µM (highest dose often 57.1 µM), inactives show at the highest dose activity change, negative = inhibition, actives largely listed as inhibitors | 390,000 tested, 0.23% active | AID 743255, 2014; also: potency is read from the fitted curve at half-maximal effect; % is scaled to controls: 0 for no effect and ±100 for the full control effect; nearly all actives have a fitted effect of over 60% in size; inactives centre near -12
#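 Step one: compound is pinned into 1nM USP1/UAF1 in HEPES pH 7.8 buffer with TCEP. Step two: 15 min room-temperature incubation. Step three: Ub-Rho (150nM final) starts cleavage, tracked by fluorescence over six one-minute reads.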
# * hit, by the source's call; ? = inconclusive; nt = no result given; [ ] = dose if it differs, or a comment. Unless noted, calls follow the shape of the dose curve; as a rule, active = well fitted inhibition curve with a large enough effect; inconclusive = small, poorly fitted or top-dose-only effect; inactive = no such curve, though single readings can be large or run the other way.
SMILES,TrxR1 inh,D2 antagonist,TRHR enhancer,PI4K2A block,TrxR1 substrate,D2 ag,mIDH1 inhibitor,TRHR agonist,USP1-UAF1 inh
Cc1cccc(N(Cc2ccccc2)C(=O)CN2C(=O)NC3(CCCCC3C)C2=O)c1 (stereo not given),23.8%,4.2,2.8,-2.8,-3.3%,0.4,-1.8%,-0.6,-12.7%
Cc1cc(C)cc(SCc2noc(C(=O)NC(C)C)c2C(=O)O)c1,13.3%,-12.7,-4.3,-3.1,5.9%,-0.2,10.2%,0.9,-22.9%
O=S(=O)(Nc1ccccc1N1CCOCC1)c1ccc(Cl)cc1,7.7%,1.8,7.9,-2.8,4.5%,0.3,36.1%[activator],1.0,-18.5%
CC(=O)Nc1ccc(NC(=O)CN(c2ccc(F)cc2)S(=O)(=O)c2ccc3c(c2)OCCO3)cc1,6.3%,-1.2,4.2,3.1,0.3%,0.4,3.3%,-0.2,-10.9%
Cc1cccc(N(C)Cc2nnc(-c3cccc(Br)c3)o2)c1,19.2%,-0.3,4.6,-2.8,0.3%,-1.6,-6.5%,-1.0,-27.9%
CCOc1ccc(OCCNC2CCCC2)cc1,13.9%,15.6,5.8,-0.7,2.7%,-0.1,3.8%,0.7,-19.4%
COc1ccc(-c2noc(CSc3nnc(C)n3-c3ccc(C)c(C)c3)n2)c(OC)c1,-4.0%,nt,9.7,-0.6,-6.2%,-0.8,13.2%,-1.0,3.8%
CCOC(=O)C1C(=O)N(C(=O)c2cncc(Br)c2)CC1c1ccccc1 (stereo not given),-5.3%,4.4,-3.1,-12.3,11.0%[57.1 µM],-2.5,2.1%,-0.1,-10.4%
COc1ccc(-n2c(=O)cc(N3CCc4ccccc43)[nH]c2=O)cc1,-16.0%,-0.4,3.5,4.4,-13.3%,-0.1,5.3%,0.2,-0.3%
CC1=C(C(=O)OCc2ccc3c(c2)OCO3)C(c2ccccc2OCc2ccccc2)NC(=O)N1 (stereo not given),19.9%,1.4,-1.9,2.2,5.2%,0.3,3.2%,-0.4,-12.7%
O=C(CCSc1nnc(-c2ccco2)o1)Nc1ccc(Cl)cc1,-13.8%,-38.7,5.9,1.7,-8.4%,0.3,8.1%,0.0,-19.0%
N#Cc1nc(Cl)c(Cl)c(NN)c1Cl,-0.9%[57.1 µM],-14.2,-0.6,-2.2,5.2%[57.1 µM],0.1,-0.4%,0.6,-2.2%
COc1ccc(/C=C/C(=O)NC(=S)NNC(=O)Cc2cccs2)cc1,-12.9%,9.6,6.0,-21.7,3.9%,-2.4,8.3%,-1.6,-12.2%
COCC(C)NS(=O)(=O)c1ccc(NC(=O)C(Cc2ccccc2)NC(N)=O)cc1 (stereo not given),-3.8%[57.1 µM],nt,-2.2,2.1,3.3%[57.1 µM],nt,2.4%,0.2,-16.7%
COC(=O)c1c(C)oc2ccc(N(C(=O)c3ccncc3)S(=O)(=O)c3ccccc3)cc12,-10.6%[57.1 µM],-15.9,-2.6,-2.8,-6.0%[57.1 µM],0.3,4.2%,-1.3,-25.1%
COCCNC(=O)CCN1C(=O)c2cccnc2Oc2ccc(C)cc21,12.1%,nt,10.3,-1.3,-0.4%,0.9,-16.8%,-0.1,-7.7%
O=C(O)c1ccc2c(c1)C(=O)N(Cc1ccccc1)C2=O,-11.9%,-8.6,5.3,1.8,-12.0%,0.1,-2.1%,0.1,-12.2%
COc1ccc(S(=O)(=O)Nc2ccc(S(=O)(=O)N(C)C)cc2)cc1[N+](=O)[O-],-2.4%,-3.4,-3.6,-8.4,-8.1%,0.2,-4.2%,0.0,5.2%
OCC1(CCc2ccccc2)CCN(Cc2ccc3nsnc3c2)CC1,16.0%[57.1 µM],36.1*,-4.5,70.6,-4.2%,1.0,-1.0%,1.0,-18.2%
CCc1ccccc1S(=O)(=O)Cc1ccc(C(=O)N2CCN(c3ccccc3OC)CC2)o1,-21.3%,-13.1,-5.7,4.4,-9.0%,-1.1,1.2%,3.2,-13.5%
Cc1nn(-c2ccccc2)c(-n2cccc2)c1C(=O)NCc1ccccc1Cl,1.3%,nt,-6.5,-5.3,1.0%,1.9,-11.5%,1.9,-17.5%
COc1cccc(C2N(c3cccc(Cl)c3)C(=O)C3CCCN32)c1 (stereo not given),-11.9%[57.1 µM],20.8,6.4,-2.9,0.2%[57.1 µM],0.9,2.9%,-0.1,-11.7%
Cc1ccc(NS(=O)(=O)c2c(C)nc3sc(C)cn3c2=O)c(C)c1,16.1%,nt,-1.6,-3.4,-6.1%,nt,-8.3%,-0.2,-22.2%
COc1ccc(OC)c(NC(=O)CCS(=O)(=O)c2cc3c(cc2C)NC(=O)CO3)c1,-0.1%,-5.7,4.7,4.4,-1.3%,0.8,-2.0%,1.5,-7.8%
CCOc1ccc(N2C(=O)C3CC(C)=C(C)CC3C2=O)c([N+](=O)[O-])c1 (stereo not given),?,8.9,9.7,2.3,-7.9%[57.1 µM],-0.1,0.4%,-0.5,-14.5%

# One compound at a time (already shown). Order of values: TrxR1 inh | D2 antagonist | TRHR enhancer | PI4K2A block | TrxR1 substrate | D2 ag | mIDH1 inhibitor | TRHR agonist | USP1-UAF1 inh
# Record of `CC1=C(C(=O)OCc2ccc3c(c2)OCO3)C(c2ccccc2OCc2ccccc2)NC(=O)N1` (stereo not given) : 19.9% | 1.4 | -1.9 | 2.2 | 5.2% | 0.3 | 3.2% | -0.4 | -12.7%
# Record of `COCC(C)NS(=O)(=O)c1ccc(NC(=O)C(Cc2ccccc2)NC(N)=O)cc1` (stereo not given) : -3.8%[57.1 µM] | nt | -2.2 | 2.1 | 3.3%[57.1 µM] | nt | 2.4% | 0.2 | -16.7%
# Record of `OCC1(CCc2ccccc2)CCN(Cc2ccc3nsnc3c2)CC1` : 16.0%[57.1 µM] | 36.1* | -4.5 | 70.6 | -4.2% | 1.0 | -1.0% | 1.0 | -18.2%

# Next entries follow.
SMILES,TrxR1 inh,D2 antagonist,TRHR enhancer,PI4K2A block,TrxR1 substrate,D2 ag,mIDH1 inhibitor,TRHR agonist,USP1-UAF1 inh
CC(C(=O)OCn1nnc2ccccc2c1=O)N1C(=O)c2ccccc2C1=O (stereo not given),5.8%,-24.4,-2.2,3.1,2.9%,0.6,1.6%,-0.2,-11.5%
Clc1ccc(CSc2nc(NCCc3ccccc3)c3ccccc3n2)cc1,27.3%[57.1 µM],nt,-3.7,-2.4,8.3%[57.1 µM],0.0,-5.0%,0.6,-28.9%
Cc1cc(NC(=O)CSc2ncn[nH]2)no1,2.2%,-10.4,15.7,-2.4,4.4%,0.8,-14.7%,0.2,-18.1%
Cc1cc(NC(=O)c2ccc(S(=O)(=O)N3CCc4ccccc43)cc2)no1,23.2%,-5.9,-6.2,-5.4,-3.2%,0.0,9.1%,0.9,-17.9%
Cc1nc(Nc2ccccc2Br)c2nnn(Cc3ccccc3)c2n1,39.5%[activator],-8.0,-8.2,-8.8,13.7%,-0.2,3.7%,0.4,-0.7%
CCOc1ccccc1C(=O)NC(C(=O)Nc1cccc(S(N)(=O)=O)c1)C(C)C (stereo not given),-3.5%[57.1 µM],33.2*,-3.7,-0.3,-8.0%[57.1 µM],-0.4,1.0%,-0.6,-14.9%
Oc1c(Br)cc(/C=N/NC(=S)NCc2ccco2)cc1Br,?,-8.9,-3.2,1.4,-6.6%,-1.2,0.0%,-2.8,-20.5%
COC(=O)c1cc(C)nc(N)c1C#N,?,17.1,7.5,10.3,664.1%[activator],1.5,-2.6%,0.0,-7.3%
CCN(CC)S(=O)(=O)c1ccc(F)c(C(=O)NCCCN2CCOCC2)c1,2.2%[57.1 µM],5.6,-3.1,8.9,-0.5%[57.1 µM],0.3,2.4%,0.6,-2.5%
O=C(NCc1ccc2c(c1)OCO2)C1Cc2ccccc2CN1C(=O)c1ccco1 (stereo not given),10.0%[57.1 µM],0.0,5.9,-0.3,8.7%[57.1 µM],-0.1,0.7%,0.6,-10.5%
CCCCCCCC(=O)NNC(=O)c1ccc([N+](=O)[O-])cc1,18.5%,-17.1,0.7,1.5,5.2%,0.6,-3.0%,1.0,-15.5%
NC(=S)NNc1cc(Cl)cc(Cl)c1,-35.7%,0.7,2.1,0.9,-4.9%,0.7,3.8%,0.9,-21.9%
COC(=O)c1c(C)c[nH]c1C,22.1%,nt,1.6,4.0,4.8%,nt,-5.2%,0.0,-7.6%
CCOC(=O)C1CCN(C(=O)N(C)C)CC1,1.8%,13.9,-3.3,3.0,0.4%,1.0,5.9%,0.0,-5.6%
CNC(=O)CSCc1cnn(-c2ccccc2)c1-n1cccc1,13.9%[57.1 µM],-10.1,0.6,0.2,0.0%,1.0,4.4%,0.1,-15.0%
Cc1c(OC(C)C(=O)NC2CC(C)(C)NC(C)(C)C2)ccc2c3c(c(=O)oc12)CCC3 (stereo not given),16.3%,-0.5,-0.8,4.3,30.2%[activator],1.3,1.0%,0.7,-8.3%
Cc1ccc(S(=O)(=O)NC(=O)Nc2ccccc2F)cc1,6.3%,-14.1,9.5,2.6,-2.5%,0.0,8.6%,-0.9,-19.7%
O=C(c1ccc(OC2CCN(CCc3ccccc3)CC2)cc1)N1CCCC(O)C1 (stereo not given),38.0%[57.1 µM],16.6,-3.8,1.3,17.3%[57.1 µM],-0.2,16.0%,1.0,1.0%
COC(=O)c1ccc(CNC(=O)COC(=O)CCC(=O)c2ccc(F)cc2)cc1,4.1%,nt,nt,-3.5,2.1%,nt,1.6%,nt,-17.7%

# Screens as filed in PubChem.
